High-throughput results (PubChem BioAssay)
a7 integrin act: activators of alpha7 integrin expression for muscular dystrophy; alpha7betagal myoblasts, beta-gal FDG fluorescence, 48 h; Potency, µM (series often up to 38.3 µM), inactives show at the highest dose activation, most hits filed as activators; 350,000 tested, 0.064% active; AID 624291;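 also: potency is read from the fitted curve at half-maximal effect; 100% = response of the positive control SU9516; nearly all actives have a fitted effect of over 60% in size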
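alpha7betagal+/- myoblasts (passage 13, 250/well) treated 48 h at 37C with compounds at 1:260 dilution of DMSO stock. Lysed, then beta-galactosidase activity read as FDG fluorescence (ex 480/em 540) after 30 min, with pre-read for autofluorescence.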
TCR act: activates T cell receptor signaling; primary human leukocytes, anti-CD3, IL-2 HTRF, 48 h; Potency, µM (top dose mostly 9.22 µM), without a hit: top-dose activation of IL-2 secretion, actives largely listed as activators; 330,000 tested, under 10 active; AID 504894; also: % of control where 0% means no effect
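Primary human leukocytes receive a-CD3 beads and test compound and are incubated 48 hr. Secreted IL-2 is then assayed by HTRF, measuring 665nm acceptor emission after 320nm excitation of the europium donor.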
TSHR antag: antagonists of human thyroid stimulating hormone receptor. P16473. TSHR-expressing cells, TSH-stimulated cAMP HTRF, 2 h; active compounds read low. activity change, negative = inhibition, % at 11.5 µM. 330,000 tested, 0.2% active. AID 504810;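 active = activity change below a set negative limit, meaning inhibition stronger than a set level, cut at about -70% in these data; inconclusive = activity change between two set negative limits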; also: % is scaled to controls: 0 for no effect and ±100 for the full control effect
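Cell-based HTRF cAMP assay; TSHR cells + compound, TSH EC80 (4nM final), 2 h, 37 deg C. Lysis with anti-cAMP cryptate and cAMP-d2, 30 min RT, read 665/620 nm.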
PTAP TSG101 blk: blocks PTAP/TSG101 interaction to inhibit HIV-1 budding; Q99816; Fluorescence polarization, FITC-PTAP peptide / Tsg101 binding; Potency, µM (doses to about 115 µM), without a hit: top-dose activity change, negative = inhibition, actives largely listed as inhibitors; 340,000 tested, under 10 active; active = well fitted inhibition curve with a large enough effect in the main read-out, with a control signal flat, not every such curve was filed as active; inconclusive = small, poorly fitted or top-dose-only effect, or effect the other way, or a change in a side signal; inactive = no such curve, though single readings can be large or run the other way; also: potency is read from the fitted curve at half-maximal effect; % of control where 0% means no effect
Target sequence (Q99816 whole entry, looked up): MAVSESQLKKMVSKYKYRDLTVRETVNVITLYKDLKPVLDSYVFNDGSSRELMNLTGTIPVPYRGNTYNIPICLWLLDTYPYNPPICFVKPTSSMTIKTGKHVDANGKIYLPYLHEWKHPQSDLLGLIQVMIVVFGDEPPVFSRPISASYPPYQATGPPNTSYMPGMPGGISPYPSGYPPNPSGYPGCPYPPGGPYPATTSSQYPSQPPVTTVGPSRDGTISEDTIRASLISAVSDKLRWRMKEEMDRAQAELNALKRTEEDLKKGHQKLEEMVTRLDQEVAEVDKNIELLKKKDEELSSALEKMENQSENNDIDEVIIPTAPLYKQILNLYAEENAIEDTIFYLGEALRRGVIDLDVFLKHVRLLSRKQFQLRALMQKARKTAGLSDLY
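FP read-out: FITC-PTAP peptide, 50 nM final, binding Tsg101 binding domain, 10 uM final; 20 min, r.t.; 10 mM HEPES pH 7.5, 0.15 M NaCl, 0.01% Tween 20, 3 mM EDTA, 0.1 mM TCEP.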
Mito fusion act: inhibitors of mitochondrial division or activators of mitochondrial fusion. S. cerevisiae fusion-defective mutant growth rescue, CellTiterGlo 48 h. Potency, µM (titrated, usually from 46.1 µM), for inactives: top-dose growth rescue (activation), actives largely listed as activators. 320,000 tested, 0.23% active. AID 485298;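 also: potency is read from the fitted curve at half-maximal effect; % of control where 0% means no effect; nearly all actives have a fitted effect of over 45% in size; temperature-sensitive fusion mutants such as fzo1-1 at 37 °C on non-fermentable ethanol glycerol medium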
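Temperature-sensitive fusion-defective S. cerevisiae (e.g. fzo1-1, mgm1-5) were grown with compound in YPEG medium (3% ethanol, 3% glycerol) for 48 hours at 37C. Growth rescue was measured as viability by CellTiterGlo luminescence after 10 minutes at ambient.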
ASM inhibitor: inhibitors of human secretory acid sphingomyelinase; placental ASM, HMU-PC fluorogenic substrate, 60 min; Potency, µM (highest dose often 57.5 µM), for the others: at the top dose activity change, negative = inhibition, usual class: inhibitors; 340,000 tested, 0.006% active; also: potency is read from the fitted curve at half-maximal effect
Target sequence (P17405 47-631 limits assumed): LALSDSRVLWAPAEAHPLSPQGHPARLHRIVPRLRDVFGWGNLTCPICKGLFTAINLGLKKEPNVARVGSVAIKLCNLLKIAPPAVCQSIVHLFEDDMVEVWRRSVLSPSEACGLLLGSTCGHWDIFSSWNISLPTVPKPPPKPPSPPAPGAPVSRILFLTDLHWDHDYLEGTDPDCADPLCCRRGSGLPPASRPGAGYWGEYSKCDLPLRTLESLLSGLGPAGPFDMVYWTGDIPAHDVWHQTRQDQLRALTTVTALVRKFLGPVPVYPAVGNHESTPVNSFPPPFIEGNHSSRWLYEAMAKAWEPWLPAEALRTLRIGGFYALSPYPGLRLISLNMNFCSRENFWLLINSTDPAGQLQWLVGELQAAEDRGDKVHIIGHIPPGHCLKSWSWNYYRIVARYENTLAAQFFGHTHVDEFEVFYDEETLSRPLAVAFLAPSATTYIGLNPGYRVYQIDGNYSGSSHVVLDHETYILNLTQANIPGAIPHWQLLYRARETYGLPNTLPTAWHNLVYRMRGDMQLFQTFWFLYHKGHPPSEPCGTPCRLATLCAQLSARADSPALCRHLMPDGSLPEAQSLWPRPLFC
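HMU-PC0 cleavage (9 uM final) by human placental ASM, 60 min at 37 °C following 10 min compound exposure at RT; stopped at pH 10, fluorescence Ex 386/Em 447 nm.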
MBNL1 CUG block: blocks human MBNL1 binding to CUG repeat RNA | 280,000 tested, 0.036% active | AID 2675 | Potency, µM (series often up to 57.5 µM), without a hit: top-dose activity change, negative = inhibition, hits mostly inhibitors | Q9NR56 | TR-FRET MBNL1-His/biotin-(CUG)12 binding, 665/545 ratio; active = well fitted inhibition curve with a large enough effect in the signal ratio, with a control signal flat, not every such curve was filed as active; inconclusive = small, poorly fitted or top-dose-only effect, or effect the other way, or a change in a side signal; inactive = no such curve, though single readings can be large or run the other way; the % refers to the signal ratio; also: potency is read from the fitted curve at half-maximal effect; % is scaled to controls: 0 for no effect and ±100 for the full control effect
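MBNL1-His + Biotin-(CUG)12, cpd titration 92 nM–58 uM; Tb anti-His Ab 0.055 ng/ul, SA-XL665 5 nM (final); 60 min RT; ratiometric 665/545 nm, Ex 340 nm; normalized to buffer and full-complex controls.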
A-T KAP1 phos: potential ataxia-telangiectasia treatments restoring KAP-1 phosphorylation; 320,000 tested, 0.19% active; […] A-T fibroblasts, KAP-1 phosphorylation AlphaLISA; neocarzinostatin DNA damage 30 min before lysis; AID 485349; Potency, µM (titrated, usually from 57.5 µM), for inactives: at the highest dose activation, most hits filed as activators; also: potency is read from the fitted curve at half-maximal effect; % of control where 0% means no effect; nearly all actives have a fitted effect of over 45% in size
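ATM-like activity read as KAP-1 phosphorylation via AlphaLISA donor/acceptor antibody pairs after lysis and 6 hr at 25C. Cells were ATM-null patient fibroblasts ([…], hTERT), dosed 60 min, then exposed to the DSB inducer NCS for 30 min.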
CXXC DNA block: blocks binding of human MLL CXXC domain to DNA. Q03164. MLL-CXXC / FITC-HOXA9 DNA fluorescence polarization. Potency, µM (series often up to 115 µM), for inactives: at the top dose activity change, negative = inhibition, hits mostly inhibitors. 290,000 tested, 0.037% active; active = well fitted inhibition curve with a large enough effect in the polarisation, with a control signal flat, not every such curve was filed as active; inconclusive = small, poorly fitted or top-dose-only effect, or effect the other way, or a change in a side signal; inactive = no such curve, though single readings can be large or run the other way; the % refers to the polarisation; also: potency is read from the fitted curve at half-maximal effect
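Purified MLL-CXXC (added from a 7 uM solution) was preincubated 5 min at ambient with pinned compounds in 50 mM Tris-HCl pH 7.5, 50 mM NaCl, 1 mM DTT, 0.05% BSA. Fluorescein-labeled HOX-A9 DNA (50 nM solution) followed, 30 min, then polarization read.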
Menin MLL FP TR: menin-MLL binding inhibition, Texas Red mutant peptide. O00255. Menin + Texas Red MLL mutant peptide, fluorescence polarization. Potency, µM (highest dose often 61.6 µM), without a hit: at the highest dose FP activity change, negative = inhibition, usual class: inhibitors. 270,000 tested, 0.23% active. AID 1768; active = well fitted inhibition curve with a large enough effect in the polarisation, with a control signal flat, not every such curve was filed as active; inconclusive = small, poorly fitted or top-dose-only effect, or effect the other way, or a change in a side signal; inactive = no such curve, though single readings can be large or run the other way; the % refers to the polarisation; also: potency is read from the fitted curve at half-maximal effect; % of control where 0% means no effect; many of its hits are not listed in these tables
An asterisk follows results filed as active; ? = inconclusive; / = not tested or not shown; [ ] = dose if it differs, or a comment. Unless noted, calls follow the shape of the dose curve; as a rule, active = well fitted curve in the direction sought with a large enough effect; inconclusive = small, poorly fitted or top-dose-only effect, or another doubt; inactive = no such curve, though single readings can be large; an effect the other way counts as inactive or inconclusive.

SMILES	a7 integrin act	TCR act	TSHR antag	PTAP TSG101 blk	Mito fusion act	ASM inhibitor	MBNL1 CUG block	A-T KAP1 phos	CXXC DNA block	Menin MLL FP TR
CCCCc1cc(C)c(S(=O)(=O)c2ccccc2C)c(=O)[nH]1	17%	-6%	-2	-4%	0%	0%	0%	-7%	2%	-11%
Cc1ccc(S(=O)(=O)c2c(C)nn(C(C)(C)C)c2OC(=O)C(C)(C)C)cc1	-29%	1%	-14	-2%	-2%	7%	5%	-3%	-3%	-11%
O=C(CN1CCN(S(=O)(=O)c2ccc(Br)cc2)CC1)Nc1ccc(F)cc1F	-2%	-2%	-11	-2%	20%	0%	0%	-1%	4%	-11%
COc1cc(/C=C/C(=O)OCC(=O)NC(=O)NCc2ccco2)ccc1OC(F)F	-2%	-1%[46.1 µM]	23	-3%	/	-21%	/	-15%	/	/
c1ccc(-c2ncc(-c3ccn[nH]3)s2)cc1	6%	-3%	-9	1%	3%	5%	26%	1%	12%	8%
CCC(C)c1ccccc1OCC(=O)NN1C(=O)c2ccccc2C1=O (centres undefined)	30%	3%	-8	-2%	-1%	-27%	4%	5%	-12%	12%
C(=NOCCc1ccccc1)c1ccncc1	6%	1%	/	2%	/	2%	/	/	/	/
Oc1ccccc1C=NCCN1CCN(CCN=Cc2ccccc2O)C1c1ccccc1O (centres undefined)	-24%	-2%	/	-7%	/	4%	/	/	/	/
COc1ccc(C(=O)NNc2ccccc2)cc1OC	16%	-5%	-5	-1%	-11%	2%	6%	3%	8%	-13%
COc1ccc(Nc2c(-c3ccco3)nc3cccc(C)n23)cc1	-20%	1%	-1	-6%	2%	24%	15%	4%	5%	-14%
Cc1nc2ncnn2c(C)c1Cc1ccc(Cl)cc1	9%	1%	2	-8%	6%	-2%	-3%	-1%	13%	/
O=C1CCN(S(=O)(=O)c2ccc(Cl)cc2)CC1	-17%	1%	-3	-6%	1%	1%	-5%	-1%	?	6%
Cc1ccc(OCC(=O)NC2CCCCCC2)cc1C	-9%	0%	-14	0%	1%	-3%	-5%	1%	6%	?
CC12CCC(=O)N1C(C(=O)NCCN1C(=O)S/C(=C\c3ccc(F)cc3)C1=O)CS2 (centres undefined)	-19%	1%	11	0%	7%	-3%	/	0%	/	/
Cc1ccccc1OCCC(=O)NNC(=O)COc1cccc(F)c1	39%	10%	8	-12%	/	7%	/	0%	/	/
CCC(NC(=O)Nc1ncccc1C)(C(F)(F)F)C(F)(F)F	20%	0%	1	-3%	0%	-6%	14%	4%	-6%	-2%
O=C(NCCCN1CCOCC1)c1cc(-c2cccs2)on1	-3%	-5%	3	-13%	-1%	-3%	6%	-2%	2%	-2%
O=C(CN1CCCC1)N1CCCc2c1c(=O)oc1ccc(OCc3ccccc3)cc21	-56%[inhibitor]	1%	5	1%	0%	3%	?	-1%	8%	?
c1ccc(C[n+]2cccc3c4ccccc4ccc32)cc1	-49%[inhibitor]	-1%	-1	-1%	-1%	279%[activator]	?	-2%	3%	8%
COc1ccc(CCC(=O)Nc2ccc(Cl)c(S(=O)(=O)N3CCOCC3)c2)cc1OC	-34%	1%	/	-2%	/	4%	/	/	/	/
COc1ccc(S(=O)(=O)N2CCCCC2)cc1NC(=O)Cn1cnc2c1c(=O)n(C)c(=O)n2C	-5%	0%	-4	-2%	/	-1%	/	15%	/	/
CNC(=O)/C(=C\c1cccc(Oc2ccccc2)c1)NC(=O)c1ccccc1	11µM*	5%	1	-6%	-1%	5%	-7%	8%	-8%	-6%
CCC(=O)Nc1ccc(C(=O)CN2C(=O)NC3(CCCCCC3)C2=O)cc1	-8%	/	8	-9%	-5%	0%	/	4%	/	/
COc1cccc(CC2(CO)CCCN(Cc3ccccc3Cl)C2)c1 (centres undefined)	-24%	3%	4	-1%	-2%	-2%	-3%	/	-1%	-5%
COc1cc(C)cc2oc(=O)c(CC(=O)N3CCN(C(=O)C4COc5ccccc5O4)CC3)c(C)c12 (centres undefined)	0%	-3%	-9	-2%	2%	-3%	12%	-6%	14%	-16%
CC(C)COC(=O)CCn1[nH]c(=O)c2ccccc2c1=O	3%	7%	-6	-5%	5%	-2%	0%	-2%	19%	-8%
COc1ccc2nc(-c3ccccc3)cc(C(=O)OCC(=O)N3CCCCC3)c2c1	33%	8%	-6	-1%	?	/	/	26%	/	/
O=c1/c(=C/c2cn(-c3ccccc3)nc2-c2ccc(F)cc2)sc2nc3ccccc3n12	/	/	-1	/	-4%	/	-5%	4%	-6%	17%
O=C(O)c1ccc(N/N=C/c2ccc(-c3ccccc3Cl)o2)cc1	-50%	-1%	-14	1%	-11%	160%[activator]	2%	-9%	-13%	/
O=C(NCC(c1cccs1)N1CCOCC1)c1ccc(Cl)cc1 (centres undefined)	4%	-2%	-15	-1%	-2%	-2%	/	2%	/	/
N#C/C(=C\c1ccc(N2CCOCC2)c([N+](=O)[O-])c1)c1nc2ccccc2[nH]1	4%	-5%[46.1 µM]	-9	-2%	16%	?	?	2%	14%	?
CCN(CC)CCCC(C)n1c2nc(=O)[nH]c(=O)c-2nc2cc(Cl)ccc21 (centres undefined)	-92%[inhibitor]	-2%	/	?	/	-9%	/	/	/	/
O=C(NCCOC(=O)c1ccncc1)c1ccccc1	-1%	-16%	19	-7%	2%	2%	-4%	18%	-1%	-10%
O=C(N1CCCCC1)C12CC3CC(CC(C3)C1)C2	16%	12%[46.1 µM]	-3	-4%	14%	2%	-10%	/	-14%	-21%
Cc1ccc(CCNC(=O)C2CCCN(S(C)(=O)=O)C2)cc1 (centres undefined)	?	-7%	8	-1%	-10%	2%	-3%	7%	4%	1%
O=C(c1cccc2ccccc12)C1CCCN(C(=O)CCCn2cncn2)C1 (centres undefined)	?	-5%	24	-6%	-3%	2%	5%	1%	12%	-1%
O=C(Nc1cccc(-c2ccc(N3CCOCC3)nn2)c1)c1ccccc1	11%	-7%	-3	-5%	2%	6%	/	5%	/	/
N#CC(c1ccccc1)c1ccc2c(C(F)(F)F)cc(C(F)(F)F)nc2n1 (centres undefined)	-63%[inhibitor]	1%	1	-4%	0%	-12%	?	/	-1%	-9%
COc1ccc2cc(C(=O)N3CCN(c4ccccc4OC)CC3)[nH]c2c1	?	2%	10	-13%	22%	?	6%	10%	35%	-3%
CCN(C(=O)CN1CCCC(C)C1)c1c(N)n(Cc2ccccc2)c(=O)[nH]c1=O (centres undefined)	3%	0%	-2	1%	/	4%	/	4%	/	/
CN1CCN(S(=O)(=O)c2cccc(C(=O)N(c3ccccn3)C3CCCCC3)c2)CC1	-20%	0%	-1	-2%	-2%	1%	10%	0%	-8%	-2%
Cc1[nH]c2ccc3c(ncn3CCC#N)c2c1C	16%	5%	-2	-3%	-5%	2%	12%	-10%	0%	5%
CCC(C)NC(=O)CSc1nc2ccsc2c(=O)n1NC(=O)c1ccccc1 (centres undefined)	20%	5%	0	-3%	-2%	0%	-12%	/	-5%	6%
N#C/C(=C/c1ccc2c(c1)OCO2)C(=O)Nc1ccc(O)cc1	-19%	-4%	-12	-4%	-4%	-2%	7%	-5%	12%	1%
O=C(NCC(c1ccco1)N1CCN(c2ccc(F)cc2)CC1)OCc1ccccc1 (centres undefined)	-13%	2%[46.1 µM]	-10	0%	-15%	-4%	-3%	-1%	-3%	7%
Cc1cc(=O)oc2cc(NC(=O)c3ccccc3C(=O)O)ccc12	?	2%	8	-2%	-5%	476%[activator]	23%	-1%	1%	14%
O=[N+]([O-])c1ccc(S(=O)(=O)Nc2ccc(S(=O)(=O)N3CCCC3)cc2)cc1	20%	1%	-7	-4%	-1%	-3%	?	5%	2%	/
O=c1nc2cccc3c2=c(/c1=C(\O)c1ccccc1)c1ccccc1c3=O	12%	-1%	12	-3%	?	-1%	?	-2%	7%	?
CCCCN(CC(=O)NCc1ccc(F)cc1)C(=O)c1ccco1	?	3%	2	-3%	5%	-6%	-2%	-6%	-1%	-7%
O=C(COC(=O)c1ccccc1)NCc1ccco1	29%	3%	0	-5%	-2%	0%	-7%	8%	1%	3%

Only part of the results is shown (hit frequency here may not be typical).
